# Source: PubChem
# NFkB transloc inh: blocks IL-1B driven NFkB nuclear translocation in HUVEC cells; HUVEC IL-1B NFkB p65 nuclear translocation imaging; actives 0.43% (n = 94,000); inhibition, % at 2 µM;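 active = inhibition above about 30% together with a positive call from visual inspection of the well image, limit read from the data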;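 also: nuclear over cytoplasmic p65 intensity ratio measured by imaging; 0% = IL-1B stimulated DMSO wells and 100% = unstimulated DMSO wells; values of inactives mirror those of a sister screen read the other way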
# PLAP inhibition: PLAP enzyme inhibitors, biochemical, luminescence, HTS (AID 690); one-dose inhibition, % at 20 µM; IC50 in µM for titrated hits; purified PLAP, luminescent substrate; higher % means a stronger effect; actives 0.08% (n = 96,000); in the data active = a potency from the dose series; inactive = the rest, 99 in 100 with inhibition below about 30%; also: strong numbers were not always called active
# MRP reversal: compounds reversing MRP-mediated drug resistance; actives 0.04% (n = 85,000); differential viability (reversal), % at 10 µM; H69AR cells + 2 uM doxorubicin, CellTiter-Glo, 72 h; AID 602;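 active = viability drop by adding the cancer drug above about 55%, with treated viability meeting a 40% cutoff, limit read from the data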;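 also: viability without doxorubicin minus viability with 2 µM doxorubicin for each compound; larger differential means the compound sensitizes cells more to doxorubicin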
# Bcl-B displacement: displacers of TR3 peptide from Bcl-B, primary screen, selectivity assay for Bfl-1 inhibitor project, biochemical, fluorescence polarization | FP displacement of FITC-TR3 peptide from Bcl-B; higher % means a stronger effect | displacement, % at 20 µM; hits with a dose series show IC50 in µM | actives 0.11% (n = 96,000) | AID 748;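 active = displacement above 50% at 20 µM plus a fluorescence interference ratio under 1.5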;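 also: plate controls were wells without compound for no effect and wells lacking Bcl-B protein for full effect; a part of the inactive calls stands beside numbers as strong as those of hits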
# NFkB transloc pot: enhances IL-1B driven NFkB nuclear translocation. HUVEC IL-1B NFkB p65 nuclear translocation imaging. activation, % at 2 µM. actives 0.3% (n = 94,000);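 active = activation above 40%, about the mean plus 3 SD, also judged a hit on visual image review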;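 also: percent activation is computed from the nuclear over cytoplasmic p65 intensity ratio; values of inactives mirror those of a sister screen read the other way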
# MRP reversal cytotoxicity: recorded beside MRP reversal, whose call it bears; viability, %; H69AR cells, CellTiter-Glo, 72 h; measured here: cytotoxicity without doxorubicin
# MRP reversal with doxorubicin: also measured in MRP reversal; calls as there; viability, %; measured here: viability with 2 uM doxorubicin; hits give low values
# NFkB transloc inh cell count 2 µM: also measured in NFkB transloc inh; calls as there; cell count; measured here: cells passing quality filter;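 raw number of nuclei counted in each imaged well without normalization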
# NFkB transloc pot cell count 2 µM: recorded beside NFkB transloc pot, whose call it bears; cell count; measured here: cells passing quality filter
# The depositor's hits bear a star; · = not tested or not shown. Not all compounds are listed; the hit share may differ from the screen's.
# Values in the order – NFkB transloc inh | NFkB transloc inh cell count 2 µM | PLAP inhibition | MRP reversal | MRP reversal cytotoxicity | MRP reversal with doxorubicin | Bcl-B displacement | NFkB transloc pot | NFkB transloc pot cell count 2 µM
O=C(COc1ccccc1)NCCc1cn2ccsc2n1
 : 8.5 | 40 | -20.7% | 5.8 | 98.6 | 92.8 | 4.4% | -8.5 | 40
Cc1[nH]ccc(=O)c1OCc1c(Cl)cccc1Cl
 : 5.4 | 169 | 9.3% | · | · | · | -6.4% | -5.4 | 169
COc1ccc2c(c1)C1C=CCC1C(c1cc3c(cc1Br)OCO3)N2 (centres undefined)
 : 9.6 | 106 | -5.6% | · | · | · | -5.2% | -9.6 | 106
Cc1ccc(OCC(=O)NNC(=O)C(C)Sc2ncnc3sc(C)c(C)c23)cc1 (centres undefined)
 : -8.3 | 114 | -75.5% | · | · | · | 2.6% | 8.3 | 114
Cc1onc(-c2c(F)cccc2Cl)c1C(=O)Nc1nc2ccccc2[nH]1
 : -15.3 | 189 | -97.3% | -19.1 | 33.3 | 52.4 | -20.4% | 15.3 | 189
Cc1[nH]n(-c2cccc(Cl)c2)c(=O)c1/C=N/n1c(C)nc2ccccc2c1=O
 : 2.5 | 156 | -110.1% | -32.9 | 29.1 | 62.0 | 4.1% | -2.5 | 156
O=C(CN1C(=O)CSC1=O)Nc1ccc(C(=O)O)cc1
 : -10.0 | 133 | -37.8% | -12.4 | 94.5 | 106.9 | 4.5% | 10.0 | 133
CCS(=O)(=O)N1CCN(C(=O)c2cccc(OC)c2)CC1
 : · | · | 15.7% | -15.1 | 82.7 | 97.9 | -1.6% | · | ·
CC(=O)c1cccc(N(CC(=O)N2CCCC2)S(C)(=O)=O)c1
 : 4.7 | 117 | 8.3% | -0.3 | 99.2 | 99.5 | 0.0% | -4.7 | 117
CCOC(=O)N1CCN(C(=O)CN(C2CCCCC2)S(=O)(=O)c2ccc(F)cc2)CC1
 : -7.4 | 84 | -59.2% | 21.9 | 98.4 | 76.5 | -2.5% | 7.4 | 84

# Values in the order – NFkB transloc inh | NFkB transloc inh cell count 2 µM | PLAP inhibition | MRP reversal | MRP reversal cytotoxicity | MRP reversal with doxorubicin | Bcl-B displacement | NFkB transloc pot | NFkB transloc pot cell count 2 µM
CCN1CCC(=NNC(=O)c2ccco2)CC1
 : -4.0 | 151 | -13.8% | · | · | · | 14.1% | 4.0 | 151
O=[N+]([O-])c1cccc(/C=C/c2nc3ccc([N+](=O)[O-])cc3[nH]2)c1
 : 1.1 | 114 | 6.2% | · | · | · | 10.2% | -1.1 | 114
c1ccn(-c2ccc(N3CCOCC3)cc2)c1
 : -0.6 | 131 | -9.5% | -13.2 | 79.3 | 92.5 | 2.9% | 0.6 | 131
O=S1(=O)c2ccccc2N=NN1Cc1ccc(Cl)c(Cl)c1
 : -12.8 | 88 | 7.1% | -0.2 | 1.6 | 1.9 | 2.7% | 12.8 | 88
CCc1ccccc1NC(=O)N1C2CCCC1CC(NC(C)=O)C2 (centres undefined)
 : -3.0 | 197 | 12.1% | 9.5 | 102.6 | 93.1 | -5.9% | 3.0 | 197
CCOC(=O)CCSc1nnc(-c2cccnc2)n1-c1ccccc1OC
 : -2.3 | 198 | -49.4% | 10.5 | 89.8 | 79.3 | -3.1% | 2.3 | 198
Cn1c(CNC(=O)c2ccco2)nnc1SCC(=O)N1c2ccccc2Sc2ccccc21
 : -17.5 | 146 | -58.2% | 9.9 | 88.5 | 78.6 | -6.1% | 17.5 | 146
CC(C)(C)P(=O)(CO)c1ccccc1 (centres undefined)
 : -0.7 | 144 | -8.1% | -7.9 | 89.4 | 97.3 | -9.0% | 0.7 | 144
CN(C)c1nc(N)nc(CSc2nnnn2-c2ccc(F)cc2)n1
 : -30.5 | 173 | 9.4% | 0.3 | 85.3 | 85.0 | -6.7% | 30.5 | 173
CC(=O)N1CCc2cc(S(=O)(=O)NCCN3CCC(C)CC3)ccc21
 : -3.2 | 62 | -32.6% | 1.1 | 95.6 | 94.5 | 3.7% | 3.2 | 62

# Values in the order – NFkB transloc inh | NFkB transloc inh cell count 2 µM | PLAP inhibition | MRP reversal | MRP reversal cytotoxicity | MRP reversal with doxorubicin | Bcl-B displacement | NFkB transloc pot | NFkB transloc pot cell count 2 µM
Cc1cc(C)nc(SCc2nnc(SCC(=O)Nc3nccs3)n2Cc2ccco2)n1
 : 2.2 | 161 | -53.0% | 1.2 | 93.8 | 92.5 | -5.7% | -2.2 | 161
CN(C)c1cccc(NC(=O)CCc2ccccc2)c1
 : -9.2 | 84 | 12.2% | 7.5 | 92.6 | 85.1 | 3.3% | 9.2 | 84
COCCn1nnnc1CN(CCc1ccccc1)Cc1cc2ccc(C)cc2[nH]c1=O
 : 19.8 | 93 | -36.0% | -7.5 | 62.7 | 70.2 | 6.2% | -19.8 | 93
Cc1c(Cl)cccc1NC(=O)CN1CCC(NC(=O)C2CCCCC2)CC1
 : 11.7 | 169 | -0.8% | · | · | · | 11.7% | -11.7 | 169
CCn1nnnc1-c1ccc(OC)c(S(=O)(=O)NCCc2ccccc2)c1
 : · | · | -53.8% | 8.4 | 89.8 | 81.4 | 15.7% | · | ·
Cc1cccc(N(C(=O)c2csnn2)C(C(=O)NC(C)(C)C)c2cccs2)c1 (centres undefined)
 : 7.5 | 139 | -3.9% | · | · | · | -1.9% | 5.6 | 109
CC1CCCC(NC(=O)Cn2cc3c(n2)CCCCC3)C1C (centres undefined)
 : 15.4 | 194 | -3.5% | 6.7 | 97.4 | 90.7 | 2.7% | -15.4 | 194
CC(=O)Nc1ccc(S(=O)(=O)N2CCN(CCCOc3cc(C)ccc3C)CC2)cc1
 : 7.2 | 101 | -54.1% | 6.0 | 78.7 | 72.6 | -8.3% | -7.2 | 101
C=CCn1c(SCC(=O)NC)nc2sc3c(c2c1=O)CCC3
 : 5.1 | 143 | -24.2% | · | · | · | 7.2% | -5.1 | 143
O=C(NC1CC1)c1ccc2c(c1)NC(=O)c1ccccc1S2
 : 8.0 | 161 | -5.5% | · | · | · | -0.4% | -8.0 | 161

# Values in the order – NFkB transloc inh | NFkB transloc inh cell count 2 µM | PLAP inhibition | MRP reversal | MRP reversal cytotoxicity | MRP reversal with doxorubicin | Bcl-B displacement | NFkB transloc pot | NFkB transloc pot cell count 2 µM
COc1ccc(/C=N/N=C2/NC(=O)C(c3ccccc3)S2)c(OC)c1 (centres undefined)
 : -0.3 | 138 | -59.4% | · | · | · | 27.4% | 0.3 | 138
COCCN1C(=O)c2ccccc2C(C(=O)NCC2CCCO2)C1c1c[nH]c2ccccc12 (centres undefined)
 : -2.1 | 162 | -52.3% | 11.1 | 90.2 | 79.1 | -5.9% | 2.1 | 162
COc1cccc(/C=N/NC(=O)C(=O)N2CCCC2)c1OC
 : 1.9 | 77 | 3.9% | · | · | · | 4.2% | -1.9 | 77
CCOc1cc2[nH]c(=S)n(C(C)C)c(=O)c2cc1OCC
 : -32.0 | 170 | -39.0% | -13.2 | 67.8 | 81.0 | 9.4% | 32.0 | 170
COc1ccc(-c2nnn(CC(=O)c3c[nH]c4ccccc34)n2)cc1OC
 : 5.4 | 192 | 7.9% | -5.4 | 67.1 | 72.6 | -37.7% | -5.4 | 192
O=S(=O)(c1cc(Cl)ccc1Br)N1CCOCC1
 : 6.4 | 117 | 22.3% | 8.7 | 94.7 | 86.0 | -6.4% | -6.4 | 117
CSc1nc2ccc(Cl)cc2[nH]1
 : 8.8 | 166 | · | 5.4 | 82.0 | 76.5 | · | -8.8 | 166
Oc1ccc(Br)cc1-c1nc2cnccn2c1NC1CCCC1
 : · | · | 4.9% | -26.8 | 47.2 | 74.0 | 16.6% | · | ·
CCCc1oc(C(=O)O)cc1CN
 : -3.5 | 205 | -1.0% | · | · | · | 13.1% | 3.5 | 205
COc1ccc(NC(=O)COc2ccccc2C#N)c(S(=O)(=O)N2CCCCC2)c1
 : · | · | -39.0% | -6.1 | 83.7 | 89.7 | 0.7% | · | ·

# Letter code – A = NFkB transloc inh; B = NFkB transloc inh cell count 2 µM; C = PLAP inhibition; D = MRP reversal; E = MRP reversal cytotoxicity; F = MRP reversal with doxorubicin; G = Bcl-B displacement; H = NFkB transloc pot; I = NFkB transloc pot cell count 2 µM
CCc1nc2c(cnn2-c2ccc(F)cc2)c(=O)n1-c1ccc(N2CCC(C)CC2)cc1
  A: 7.2 | B: 147 | C: -58.8% | D: -11.5 | E: 74.9 | F: 86.3 | G: -0.4% | H: -7.2 | I: 147

COc1ccccc1CNC(=O)C1CCN(S(=O)(=O)c2cccc3cccnc23)CC1
  A: -15.1 | B: 57 | C: -42.0% | D: 15.5 | E: 99.5 | F: 84.0 | G: -1.5% | H: 15.1 | I: 57

CCCS(=O)(=O)N1CCN(C(=O)c2ccc(-c3ccccc3)cc2)CC1
  A: -12.1 | B: 73 | C: -50.6% | D: 5.3 | E: 97.4 | F: 92.2 | G: 1.6% | H: 12.1 | I: 73

COc1cc(C(=O)Nc2nnc(CC(=O)N3CCOCC3)s2)cc(OC)c1OC
  A: 6.1 | B: 141 | C: -20.7% | D: -7.0 | E: 96.0 | F: 103.0 | G: 4.2% | H: -6.1 | I: 141

Cc1ccc(C(=O)c2ccc([N+](=O)[O-])cc2)c(C)c1
  A: -1.4 | B: 156 | C: 52.1% | D: 23.1 | E: 110.8 | F: 87.7 | G: 10.2% | H: 1.4 | I: 156

CC(C)CCn1c(SCCc2ccccc2)nc2c1c(=O)[nH]c(=O)n2C
  A: 9.5 | B: 64 | C: 11.4% | D: -16.9 | E: 66.4 | F: 83.2 | G: -4.4% | H: -9.5 | I: 64

O=S(=O)(NCc1cccs1)c1cccc(S(=O)(=O)N2CCCCC2)c1
  A: -5.5 | B: 123 | C: 28.6% | D: -8.0 | E: 88.4 | F: 96.4 | G: 7.8% | H: 5.5 | I: 123

CC(=O)Nc1nnc(SCc2ccccc2F)s1
  A: -14.9 | B: 181 | C: 13.2% | D: 8.3 | E: 91.2 | F: 82.9 | G: 3.1% | H: 14.9 | I: 181

COc1ccc(C(c2nnnn2Cc2ccccc2)N2CCN(c3ccccc3)CC2)cc1 (centres undefined)
  A: · | B: · | C: -57.6% | D: 13.1 | E: 94.0 | F: 80.9 | G: 3.7% | H: · | I: ·

CC(C)N1C(=O)c2ccccc2C1C(=O)NC1CCCCCC1 (centres undefined)
  A: -5.3 | B: 95 | C: -21.9% | D: 25.5 | E: 99.7 | F: 74.1 | G: -6.0% | H: 5.3 | I: 95

Cc1nc2cc(CO)ccc2n1C
  A: -5.7 | B: 160 | C: 13.8% | D: 21.9 | E: 106.0 | F: 84.1 | G: -0.9% | H: 5.7 | I: 160

CCCS(=O)(=O)N1CCC(C(=O)N2CCN(C(=O)OCC)CC2)CC1
  A: -5.0 | B: 130 | C: 9.9% | D: -1.2 | E: 78.9 | F: 80.2 | G: -4.8% | H: 5.0 | I: 130

CCSc1nc(O)c(C2OC(=O)c3c2ccc(OC)c3OC)c(=O)n1CC (centres undefined)
  A: 10.7 | B: 107 | C: -5.3% | D: -3.8 | E: 87.8 | F: 91.6 | G: 3.6% | H: -10.7 | I: 107

CC(C)(C)c1cnnn1-c1ccc(NC(=O)c2ccc3c(c2)OCO3)cc1
  A: 5.9 | B: 100 | C: 4.1% | D: -7.3 | E: 73.9 | F: 81.1 | G: -4.2% | H: -5.9 | I: 100

Cc1c(C(=O)O)sc(=S)n1-c1ccccc1
  A: -5.6 | B: 138 | C: -10.8% | D: -1.9 | E: 107.1 | F: 109.0 | G: 5.7% | H: 5.6 | I: 138

Cc1cnn(C(=S)NCCc2ccccc2)c1
  A: -6.0 | B: 139 | C: -20.7% | D: -0.1 | E: 102.3 | F: 102.4 | G: -0.3% | H: 6.0 | I: 139
